SIAE inh: inhibitors of human sialic acid acetylesterase SIAE | Q9HAT2 | SIAE FP-Rh probe binding, fluorescence polarization | inhibition, % at 9.66 µM | hit rate 0.69% among 370,000 | AID 1053197;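 active means inhibition above a cutoff: mean of compounds within the control limits plus 3 SD of those, cut at about 17% in these data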;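 further: 0% = plate median of compound wells and 100% = probe without SIAE protein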
Target sequence (Q9HAT2 whole entry, looked up): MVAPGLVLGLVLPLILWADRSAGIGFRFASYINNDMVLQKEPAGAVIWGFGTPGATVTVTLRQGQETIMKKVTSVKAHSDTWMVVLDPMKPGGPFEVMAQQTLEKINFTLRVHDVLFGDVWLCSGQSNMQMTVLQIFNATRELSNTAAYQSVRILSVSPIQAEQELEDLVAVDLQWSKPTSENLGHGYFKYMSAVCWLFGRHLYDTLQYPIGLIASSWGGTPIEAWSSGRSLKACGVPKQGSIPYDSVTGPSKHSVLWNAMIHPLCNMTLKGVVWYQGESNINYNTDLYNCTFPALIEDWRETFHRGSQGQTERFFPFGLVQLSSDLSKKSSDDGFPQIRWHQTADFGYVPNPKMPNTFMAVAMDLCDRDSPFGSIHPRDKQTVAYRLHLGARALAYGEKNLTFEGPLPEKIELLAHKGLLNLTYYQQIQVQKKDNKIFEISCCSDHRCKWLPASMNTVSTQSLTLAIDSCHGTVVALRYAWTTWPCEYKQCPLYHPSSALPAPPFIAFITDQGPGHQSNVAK
MBD2 DNA inh: blocks human MBD2 binding to methylated DNA. Q9UBB5. TR-FRET, MBD2 binding to methylated oligonucleotide. inhibition, % at 4.4 µM. hit rate 0.31% among 370,000; in the data active means inhibition above about 13%
Target sequence (Q9UBB5 whole entry, looked up): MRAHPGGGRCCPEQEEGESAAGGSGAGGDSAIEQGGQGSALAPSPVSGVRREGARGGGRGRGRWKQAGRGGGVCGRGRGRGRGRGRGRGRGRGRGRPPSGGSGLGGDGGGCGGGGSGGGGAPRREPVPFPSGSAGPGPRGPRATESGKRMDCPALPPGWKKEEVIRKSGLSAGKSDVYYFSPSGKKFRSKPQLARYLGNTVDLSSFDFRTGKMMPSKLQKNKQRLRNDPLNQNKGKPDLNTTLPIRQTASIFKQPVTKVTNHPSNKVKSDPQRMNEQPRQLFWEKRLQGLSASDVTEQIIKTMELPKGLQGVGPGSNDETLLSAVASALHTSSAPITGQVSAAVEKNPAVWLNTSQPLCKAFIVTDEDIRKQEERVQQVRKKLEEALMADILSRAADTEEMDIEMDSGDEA
LEDGF integ inh: blocks HIV-1 LEDGF/p75-dependent DNA integration; TR-FRET IN-LEDGF/p75 DNA integration, Eu/Cy5; hit rate 0.64% among 370,000; inhibition, % at 3.7 µM;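 active means inhibition above the screen-wide mean plus 3 SD, cut at about 13% in these data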;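 further: signal is the Cy5 over europium emission ratio at 671 and 618 nm; 0% = plate median of compound wells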
KLK7 zymogen act: proKLK7 (human) activation, primary screen; activation, % at 7 µM; P49862; hit rate 0.9% among 370,000; purified proKLK7, EDANS-DABCYL substrate fluorescence; 100% is mature enzyme control, 0% vehicle; AID 652039;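 active means activation above the mean of all tested compounds plus 3 SD, computed per campaign excluding outliers beyond control limits, cut at about 13% in these data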
TDP2 inh: blocks human TDP2 phosphodiesterase activity. O95551. recombinant TDP2, T5PNP hydrolysis, p-nitrophenol absorbance 415 nm. hit rate 0.34% among 370,000. inhibition, % at 12.8 µM;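 active means inhibition above the mean of all tested compounds plus 3 SD, set per campaign, cut at about 25% in these data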;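 further: 0% = DMSO with enzyme and 100% = buffer with substrate but no TDP2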
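Material: recombinant human TDP2; quantity: TDP2 enzyme at 120 nM final; medium: Tris-HCl pH 7.5 with MgCl2; compound: single concentration, 12.8 µM nominal, with 1% DMSO; incubation: 2 h enzyme incubation at 37 °C; signal: epi absorbance; measure: percent inhibition; benchmarks: high control without enzyme, low control DMSO plus TDP2; repeats: singlicate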
Tn6 DDE FP: disrupts Tn6 cyclic peptide binding to fibrin D-Dimer-E complex. P02675. Fibrin DD(E) TRITC-Tn6 fluorescence polarization displacement. inhibition, % at 8.3 µM. hit rate 0.21% among 370,000. AID 720509;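 active means inhibition above a per-campaign cutoff: mean of compounds within control limits plus 3 SD, cut at about 15% in these data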;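 further: 0% = median of all compound wells on the plate and 100% = blocking peptide control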
PRMT1 inh: inhibitors of human PRMT1; recombinant PRMT1, activity-based probe fluorescence polarization; hit rate 1.3% among 370,000; AID 652257; inhibition, % at 2.79 µM; Q99873;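 active means inhibition above about 21% made by adding two undisclosed values, limit read from the data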
DDE Tn7 FP inh: DD(E)-Tn7 binding inhibition, primary FP screen; P02675; FP displacement of FITC-Tn7 peptide from fibrin DD(E); 0% = median of compound wells per plate; inhibition, % at 8.3 µM; hit rate 0.13% among 370,000; AID 720508;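 active means inhibition above the mean of compounds falling within the control limits plus 3 SD of them, cut at about 14% in these data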;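 further: 0% = plate median of compound wells and 100% = 10 µM Aha-Tn7 peptide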
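Test system: human clot-derived fibrin DD(E) complex / Quantity: 2 µM final DD(E) protein / Incubation: 10 min plus 3 h, room temperature / Measured by: fluorescence polarization / Benchmarks: high control of 10 µM Aha-Tn7 peptide / Replicates: singlicate testing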
TCR-CD3 inh: human TCR-CD3 binding inhibition. TAMRA-labeled TCR probe fluorescence, biochemical. inhibition, % at 9.4 µM. hit rate 0.37% among 360,000. AID 651800; in the data active means inhibition above about 19%;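 further: recombinant mutant TCR 2C K166C tagged with TAMRA read by polarization; 0% = receptor in buffer alone and 100% = receptor with positive control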
UHRF1 binding: blocks human UHRF1 binding to methylated DNA. hit rate 0.75% among 370,000. Q96T88. inhibition, % at 4.4 µM. UHRF1 binding to methylated oligo, TR-FRET; in the data active means inhibition above about 21%;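 further: UHRF1 SRA domain binding a hemimethylated CpG hairpin DNA probe; 0% = median of test compound wells and 100% = reference inhibitor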
* hit, by the source's call; · = not tested or not shown.

Fields – TCR-CD3 inh	UHRF1 binding	MBD2 DNA inh	DDE Tn7 FP inh	TDP2 inh	PRMT1 inh	LEDGF integ inh	SIAE inh	Tn6 DDE FP	KLK7 zymogen act
#1 Cc1cc(SCC(=O)OCC(=O)N(C)c2ccccc2)nc2ccccc12
  0	-1	-5	-3	-2	-3	4	6	1	0.0
#2 Cc1oc(-c2ccccc2F)nc1CS(=O)(=O)CC(=O)NC1CCCC(C)C1C (stereo unspecified)
  9	0	-1	0	-10	0	-3	-12	2	-0.4
#3 CN(C)CCNC(C(=O)Nc1cccc(S(=O)(=O)N2CCOCC2)c1)c1ccccc1 (stereo unspecified)
  -4	-1	-7	5	8	0	3	9	5	0.3
#4 O=C(Nc1ccccc1C(=O)Nc1ccncc1)c1cccc([N+](=O)[O-])c1
  7	-3	-2	1	18	-3	2	2	3	0.3
#5 CC(C)(C)NC(=O)/C=N/O
  4	4	6	2	4	-2	1	1	-2	0.9
#6 COc1ccc(C(=O)NC(=S)Nc2ccc3oc(=O)ccc3c2)cc1OC
  3	-3	-6	0	3	-1	-2	0	0	0.7
#7 CCOC(=O)C1CCN(C(=O)c2cc(COc3ccc(OC)c4ccccc34)on2)CC1
  -8	-2	1	5	12	4	0	4	0	0.2
#8 O=C(N1CCOCC1)N1CCN(c2ccccc2F)CC1
  1	-2	-5	-4	4	-3	-1	10	0	0.3
#9 COc1ccc(-c2csc(Cc3nnc(N4CCOCC4)n3-c3ccccc3)n2)cc1
  -1	3	3	1	-11	2	6	4	-3	0.6
#10 Oc1ccc(C[C@H]2CN([C@@H](Cc3ccccc3)CN3CCCC3CN3C(=S)NC[C@@H]3Cc3ccccc3)C(=S)N2CC2CCCCC2)cc1 (stereo partly specified)
  -4	-2	-2	-6	3	-6	4	-4	-8	-0.1
#11 CCOC(=O)c1c(N)sc2c1CCS(=O)(=O)C2
  1	1	-3	-8	9	15	3	-4	-1	0.1
#12 CN(CC(=O)Nc1ccccc1Br)C(=O)c1cccc(S(=O)(=O)N2CCc3ccccc32)c1
  -1	1	2	2	7	-1	1	4	-2	0.3
#13 N=c1c(S(=O)(=O)c2ccc(Cl)cc2)cc2c(=O)n3ccccc3nc2n1C1CCCC1
  3	0	4	2	13	2	0	-2	-7	0.0
#14 O=C(CN1C(=O)c2ccccc2S1(=O)=O)NCc1ccccn1
  0	0	0	0	-3	-3	-1	1	2	0.5
#15 CCOC(=O)c1c(-c2ccc(C)o2)csc1NC(=O)CN1CCCCC1
  -2	-2	-5	-13	-8	43*	0	3	-8	-0.3
#16 CCN(CC(=O)Nc1ccc(NC(C)=O)cc1)C(=O)c1cccc(S(=O)(=O)N2CCCC2)c1
  -8	1	0	0	-1	0	-5	5	7	0.1
#17 O=C(c1cccs1)N1CCCC(c2nc3c(nnn3Cc3cccc(Cl)c3)c(=O)[nH]2)C1 (stereo unspecified)
  9	4	-1	-8	-6	0	4	-7	5	1.0
#18 CCOC(=O)N1CCN(C(=O)CCc2ccc(S(=O)(=O)NCCc3ccccc3)cc2)CC1
  0	-2	4	-1	1	-3	0	-9	-3	0.2
#19 Cc1c(C(c2ccc(N(C)C)cc2)c2c(C)n(C)n(-c3ccccc3)c2=O)c(=O)n(-c2ccccc2)n1C
  -1	-16	-15	-11	-10	2	1	-18	-8	0.8
#20 c1ccc(Cn2nnnc2C(c2ccccc2)N2CCN(c3nc4ccccc4s3)CC2)cc1 (stereo unspecified)
  0	1	-5	-5	-12	-3	3	2	2	-0.2
#21 O=C1CCN(Cc2ccccc2)CCN1[C@H](CSc1ccccc1)Cc1ccccc1
  -9	-2	5	-1	-3	0	1	0	7	0.2
#22 COc1ccc(S(=O)(=O)Nc2ccc(S(=O)(=O)Nc3ccc(F)cc3)cc2)cc1C
  -2	2	4	1	-14	3	0	-24	-6	0.2
#23 CC(C(=O)NCc1ccccc1Cl)n1cc([N+](=O)[O-])cn1 (stereo unspecified)
  5	-2	1	3	2	1	-5	-8	1	-0.6
#24 COc1cc(CN2CCN(C(=O)c3cccc4ccccc34)CC2)cc(OC)c1O
  4	8	1	7	8	0	4	15	1	-0.3
#25 O=C(Nc1ccc(COc2ccccc2)cc1)Oc1ccccc1N1CCOCC1
  -9	6	-2	4	-17	5	-6	-1	-4	-0.9
#26 CCc1ccc(-c2cn3nc(-c4ccccc4)cnc3n2)cc1
  -5	3	1	2	-4	1	-7	-5	-1	-14
#27 Cc1ccc(N(CC(=O)NCC2CCCO2)C(=O)CCC(=O)Nc2ccccn2)cc1 (stereo unspecified)
  -3	1	0	2	-4	4	-3	-2	0	0.2
#28 CCSCCC(NC1=CC(=O)CC(C)(C)C1)C(=O)O (stereo unspecified)
  -2	-2	-2	1	1	0	1	1	-3	0.7
#29 Cc1ccccc1NC(=O)COC(=O)c1ccc(C)c(S(=O)(=O)N2CCCCC2)c1
  -2	1	-1	4	9	3	-2	-4	5	0.1
#30 COCC(=O)N[C@H]1CC[C@@H](CC(=O)NCc2ccccc2OC)O[C@@H]1CO
  0	2	-2	-9	-13	-6	3	-7	3	0.6

Four records picked at random from the list so far:
Fields – TCR-CD3 inh	UHRF1 binding	MBD2 DNA inh	DDE Tn7 FP inh	TDP2 inh	PRMT1 inh	LEDGF integ inh	SIAE inh	Tn6 DDE FP	KLK7 zymogen act
#21 O=C1CCN(Cc2ccccc2)CCN1[C@H](CSc1ccccc1)Cc1ccccc1
  -9	-2	5	-1	-3	0	1	0	7	0.2
#17 O=C(c1cccs1)N1CCCC(c2nc3c(nnn3Cc3cccc(Cl)c3)c(=O)[nH]2)C1 (stereo unspecified)
  9	4	-1	-8	-6	0	4	-7	5	1.0
#20 c1ccc(Cn2nnnc2C(c2ccccc2)N2CCN(c3nc4ccccc4s3)CC2)cc1 (stereo unspecified)
  0	1	-5	-5	-12	-3	3	2	2	-0.2
#27 Cc1ccc(N(CC(=O)NCC2CCCO2)C(=O)CCC(=O)Nc2ccccn2)cc1 (stereo unspecified)
  -3	1	0	2	-4	4	-3	-2	0	0.2

(next part)
Fields – TCR-CD3 inh	UHRF1 binding	MBD2 DNA inh	DDE Tn7 FP inh	TDP2 inh	PRMT1 inh	LEDGF integ inh	SIAE inh	Tn6 DDE FP	KLK7 zymogen act
#31 CON(C)S(=O)(=O)c1cccc(C(=O)Nc2ccc(S(=O)(=O)NC3=NCCCCC3)cc2)c1
  -5	4	-1	5	-8	-1	-6	-1	2	0.2
#32 CCOc1ccc(OCc2ccc(C(=O)NCc3cccnc3)o2)cc1
  2	-1	2	-8	-4	-1	-4	1	-4	-0.3
#33 CCCC(CCC(=O)Nc1ccn(-c2ccccc2)n1)C(=O)O (stereo unspecified)
  6	1	0	2	-6	-1	-1	-6	3	0.1
#34 Cc1nc2ccccc2n1CC(=O)OCC(=O)Nc1ccc2c(c1)OCCO2
  11	-2	-2	-6	5	2	0	3	-4	-0.2
#35 CCNc1c([N+](=O)[O-])c(=O)n(CC)c2ccccc12
  -3	0	2	-4	0	2	-2	0	0	0.4
#36 COc1ccc(CN2CCN(c3ncccn3)CC2)c(OC)c1
  -4	0	-3	14	17	0	-2	0	5	0.0
#37 C=C1CCC2C(C)(C)CCC[C@]2(C)[C@H]1CC1=C(O)C(=O)C(CO)=CC1=O (stereo partly specified)
  ·	-1	0	6	-1	80*	-5	0	-5	0.1
#38 CCOC(=O)C1=C(C)Nc2nc(SCC)nn2C1c1ccc(OC)cc1 (stereo unspecified)
  5	-1	0	4	0	-1	-3	0	1	-1.2
#39 CC1CCCCN1CCCNC(=O)c1ccc(Br)cc1 (stereo unspecified)
  8	1	-3	2	-18	0	-1	-2	12	-0.2
#40 COC(=O)C1=CN(Cc2ccccc2)C=C(C(=O)OC)C1c1ccc(OC)c(OC)c1
  6	-4	3	9	26*	-2	-1	-3	-13	-1.2
#41 CCOC(=O)c1cnc2c(C)c(Cl)ccc2c1NCCCN1CCOCC1
  -3	-4	2	-1	1	-5	1	-4	8	0.0
#42 COc1ccc2c3c(cccc13)OC2=O
  -2	0	-2	-2	-10	2	-5	1	5	-0.5
#43 Cn1ccnc1COc1ccc(/C=N/O)cc1
  1	1	-1	-3	-2	-2	9	5	6	-0.4
#44 CN(CC(=O)Nc1ccccc1Oc1ccccc1)Cc1ccccc1F
  1	-4	4	-4	13	0	2	11	1	0.2
#45 CC1OC(OC2C(CO)OC(OC3C(CO)OC(O)C(O)C3O)C(O)C2O)C(O)C(O)C1N[C@@H]1C=C(CO)[C@@H](O)C(O)[C@H]1O (stereo partly specified)
  1	1	2	-2	-12	-6	2	0	4	-0.2
#46 COCC(C)n1c(SCC(=O)NNC(=O)c2ccc(F)cc2)nc2ccccc2c1=O (stereo unspecified)
  0	1	0	0	7	-2	-2	2	4	1.1
#47 COc1cccc(NC(=O)CN2C(=O)NC3(CCc4ccccc43)C2=O)c1 (stereo unspecified)
  0	2	5	-2	-10	-4	0	11	7	0.0
#48 COc1ccc(CCN(C)C(=O)c2cncc(Br)c2)cc1OC
  5	-1	3	2	-2	-3	3	-4	-2	-0.1
#49 O=C(O)COc1ccccc1C=NNC(=O)c1ccccc1NS(=O)(=O)c1cccs1
  6	2	-1	11	-2	3	0	-5	-2	-0.7
#50 O=C(NC1CCCC1)C1CC(=O)N(c2ccccc2)C1 (stereo unspecified)
  6	-1	-5	2	-5	1	-5	9	5	0.2
#51 Cc1ccc(S(=O)(=O)c2cc3c(=O)n4ccccc4nc3n(C)c2=N)cc1C
  10	-1	-2	-5	2	0	1	-4	9	0.8
#52 Cc1oc(-c2ccccc2F)nc1CSCC(=O)NCc1ccc2c(c1)OCO2
  4	-1	-3	-5	-1	-1	2	8	2	0.4
#53 Cc1cc(C)c(NC(=O)c2ccc(CN3CCc4ccccc4C3)cc2)c(C)c1
  9	-1	-4	6	-1	-3	-1	0	-2	0.4

Screening results: PubChem, The Scripps Research Institute Molecular Screening Center
